Compound activity as filed in PubChem.
Apoferritin bind: binds horse apoferritin like a general anesthetic. P02791. apoferritin/1-aminoanthracene competitive binding, fluorescence. Potency, µM (titrated, usually from 77.5 µM), inactives show at the highest dose activity change, negative = displacement, most hits filed as inhibitors. hit rate 0.074% among 350,000; note: potency is the fitted concentration of half-maximal effect; % is set by controls: 0 for no effect and ±100 for the full control effect; nearly all actives have a fitted effect of over 20% in size
Target sequence (P02791 2-175 limits assumed): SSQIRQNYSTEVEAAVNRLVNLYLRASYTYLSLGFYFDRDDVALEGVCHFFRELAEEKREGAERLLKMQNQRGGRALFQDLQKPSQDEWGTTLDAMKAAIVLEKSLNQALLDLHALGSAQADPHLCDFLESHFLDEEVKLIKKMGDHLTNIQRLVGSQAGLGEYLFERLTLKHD
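Read-out: endpoint 1-AMA fluorescence, excitation 380 nm and emission 535 nm, after compounds sit 10 min at room temperature with 10 uM horse-spleen apoferritin in 50% saturated 1-AMA/PBS. Values come from four-parameter Hill fits.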
RGS4 inhibitor: blocks human RGS4-accelerated GTP hydrolysis; P49798; Transcreener GDP fluorescence polarization, RGS4-accelerated GTP hydrolysis; Potency, µM (titrated, usually from 114 µM), for inactives: top-dose activity change, negative = inhibition, usual class: inhibitors; hit rate 0.039% among 390,000; note: potency is the fitted concentration of half-maximal effect; % is set by controls: 0 for no effect and ±100 for the full control effect; nearly all actives have a fitted effect of over 75% in size; some results filed as inactive show a strong effect at the top dose
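MLSMR compounds (23 nl, pin-transferred) preincubated 10 min at room temperature with a 500nM (2x) first reagent, then RGS4 at 900nM (2x) plus Transcreener GDP mix added; fluorescence polarization (620/688 nm) read before and after 90 min at 30 °C.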
APEX1 inh: inhibitors of human APE1 endonuclease; P27695; recombinant APE1, TAMRA/BHQ-2 abasic DNA cleavage fluorescence; Potency, µM (highest dose often 65.8 µM), for inactives: at the highest dose activity change, negative = inhibition, hits mostly inhibitors; hit rate 0.35% among 350,000;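 note: potency is the fitted concentration of half-maximal effect; plate controls were vehicle for no effect and reference inhibitor for full effect; nearly all actives have a fitted effect of over 55% in size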
Target sequence (P27695 whole entry, looked up): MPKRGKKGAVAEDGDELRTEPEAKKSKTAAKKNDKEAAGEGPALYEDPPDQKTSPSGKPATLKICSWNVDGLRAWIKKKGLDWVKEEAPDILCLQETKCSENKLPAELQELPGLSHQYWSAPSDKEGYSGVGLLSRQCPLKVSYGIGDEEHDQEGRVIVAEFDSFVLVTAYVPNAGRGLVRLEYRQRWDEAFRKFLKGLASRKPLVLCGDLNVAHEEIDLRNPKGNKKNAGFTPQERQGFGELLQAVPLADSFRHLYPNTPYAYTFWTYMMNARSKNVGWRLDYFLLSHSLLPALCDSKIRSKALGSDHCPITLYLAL
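Quantitative HTS: incision of a TAMRA/BHQ-2 double-stranded substrate bearing a tetrahydrofuran abasic site by 0.75 nM APE1 raises fluorescence. Substrate 50 nM final, added after 15 min compound preincubation at room temperature; progress as third-minus-first kinetic read difference.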
ALOX12 inh: ALOX12 (human) lipoxygenase inhibition; AID 1671190; Potency, µM (titrated, usually from 108 µM), without a hit: at the top dose activity change, negative = inhibition, hits mostly inhibitors; hit rate 1.1% among 580,000; purified 12hLO, xylenol orange hydroperoxide absorbance; P18054; note: potency is the fitted concentration of half-maximal effect; % is set by controls: 0 for no effect and ±100 for the full control effect
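Purified human 12hLO (150 nM final) in 25 mM Hepes, 0.01% Triton X-100, pH 7.0 was preincubated 15 min at room temperature with compound. Then 40 uM arachidonic acid was added, 30 min. Hydroperoxide was read by Fe-XO absorbance ratio 573/405 nm.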
ERG Ets-DNA blk: inhibitors of human ERG Ets domain-DNA interaction; AID 624246; fluorescence polarization, His-ERG Ets domain / labelled DNA; hit rate 0.028% among 370,000; Potency, µM (titrated, usually from 76.9 µM), inactives show top-dose FP activity, negative = inhibition, actives largely listed as inhibitors; active = well fitted inhibition curve with a large enough effect in the polarisation, with a control signal flat; inconclusive = small, poorly fitted or top-dose-only effect, or effect the other way, or a change in a side signal; inactive = no such curve, though single readings can be large or run the other way; the % refers to the polarisation;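 note: polarization taken with two DNA probes labelled with fluorescein and Texas red; potency is the fitted concentration of half-maximal effect; % of control where 0% means no effect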
Target sequence (P11308 whole entry, looked up, the tested form may be a part): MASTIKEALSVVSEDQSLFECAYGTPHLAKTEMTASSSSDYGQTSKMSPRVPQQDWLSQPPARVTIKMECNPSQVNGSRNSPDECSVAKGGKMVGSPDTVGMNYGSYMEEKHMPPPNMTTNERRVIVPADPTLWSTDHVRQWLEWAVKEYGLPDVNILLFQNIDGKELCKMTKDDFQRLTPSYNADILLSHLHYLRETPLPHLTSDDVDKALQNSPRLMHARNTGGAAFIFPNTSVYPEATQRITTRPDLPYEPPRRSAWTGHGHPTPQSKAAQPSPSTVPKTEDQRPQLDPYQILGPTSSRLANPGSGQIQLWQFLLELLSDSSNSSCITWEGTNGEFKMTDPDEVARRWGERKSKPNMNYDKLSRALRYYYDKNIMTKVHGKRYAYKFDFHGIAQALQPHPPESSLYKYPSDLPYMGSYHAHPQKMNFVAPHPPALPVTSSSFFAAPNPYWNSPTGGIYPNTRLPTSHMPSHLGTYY
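His-tagged ERG Ets domain (1 uM in the protein solution; 300mM KCl, 50mM Tris-HCl, 1mM EDTA, 1mM DTT, pH 7.5) received compound, then a probe mix of 5 nM fluorescein-DNA and 100nM Texas-615-DNA. Fluorescence polarization was read for both dyes.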
LDHA inh: LDHA (human) enzyme inhibition; P00338; purified LDHA, NADH/diaphorase-resazurin fluorescence; active compounds read low; activity change, % (values are at about 110 or 230 µM); hit rate 0.15% among 480,000; AID 1347041; in the data active = activity change below about -30%; inconclusive = mostly about -25% to -30%;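 note: plate controls were DMSO wells for no effect and wells without enzyme for full effect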
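LDH5 2 nM; NADH 0.06 mM, pyruvate 0.2 mM; 200 mM Tris pH 7.4, EDTA, Tween-20; 5 min RT. Detection: diaphorase 0.133 mg/mL + resazurin 37 µM, fluorescence ex540/em590 at 0 and 20 min; normalized to enzyme-free and DMSO wells.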
POLK inh: blocks human DNA polymerase kappa activity; purified Pol kappa, fluorescent DNA synthesis assay, 10 min; Potency, µM (doses to about 107 µM), for the others: at the highest dose activity, negative = inhibition, most hits filed as inhibitors; hit rate 0.53% among 400,000; AID 588579; note: potency is the fitted concentration of half-maximal effect; % is set by controls: 0 for no effect and ±100 for the full control effect
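Kinetic fluorescence readout at 0 and 10 min followed reaction start with substrate at 50 nM final. Beforehand, enzyme (10 nM Pol kappa) stood 15 min with compound at room temperature; buffer-only wells were negative controls.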
Pol eta inh: inhibitors of human DNA polymerase eta | AID 588591 | hit rate 1.2% among 390,000 | recombinant Pol eta, fluorescent DNA replication assay | Potency, µM (series often up to 114 µM), for the others: top-dose activity change, negative = inhibition, hits mostly inhibitors | Q9Y253; note: potency is the fitted concentration of half-maximal effect; % is set by controls: 0 for no effect and ±100 for the full control effect
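Fluorescent replication assay: 50 nM final substrate added after a 15 min room-temperature compound preincubation with 10 nM enzyme. Signal taken at 0 min and again at 10 min.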
POLB inh: inhibitors of human DNA polymerase beta; P06746; Pol beta primer extension/strand displacement, fluorescence kinetic; Potency, µM (top dose mostly 114 µM), for the others: at the highest dose activity change, negative = inhibition, actives largely listed as inhibitors; hit rate 1.3% among 340,000; AID 485314; note: potency is the fitted concentration of half-maximal effect; % is set by controls: 0 for no effect and ±100 for the full control effect
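Homogeneous kinetic assay of primer extension and strand displacement by 10 nM Pol beta, preincubated 15 min at room temperature with compound before 50 nM substrate (final) was added. Read at 0 and 10 min; four-parameter Hill fit.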
* = called active by the depositor; i = inactive; u = inconclusive; x = no result given; [ ] = remark or other dose. Unless noted, calls come from the whole dose curve; as a rule, active = well fitted curve in the direction sought with a large enough effect; inconclusive = small, poorly fitted or top-dose-only effect, or another doubt; inactive = no such curve, though single readings can be large; an effect the other way counts as inactive or inconclusive. These rows are one share of the data; rates above refer to the full screens.

Assay codes – A = Apoferritin bind; B = RGS4 inhibitor; C = APEX1 inh; D = ALOX12 inh; E = ERG Ets-DNA blk; F = LDHA inh; G = POLK inh; H = Pol eta inh; I = POLB inh
1) CCOC(=O)c1cc(NC(=O)CC(C)(C)CC(=O)O)ccc1N1CCCCC1
  A: -7% | B: 1% | C: 1% | D: 173%[activator] | E: -7% | F: -6 | G: 5% | H: -10% | I: 0%
2) N=P(N1CCOCC1)(N1CCOCC1)C12CC3CC(CC(C3)C1)C2
  A: -6% | B: -14% | C: 2% | D: u | E: -6% | F: -4 | G: 2% | H: -18% | I: 17%
3) Cn1c(CC(=O)Nc2ccc(Cl)c(Cl)c2)nnc1SCC(=O)NCc1ccccc1
  A: -6% | B: 31% | C: 19% | D: -3% | E: -7% | F: -9 | G: -14% | H: 8% | I: 1%
4) CCOc1ccc(N(CC(=O)Nc2ccc(C)cc2)S(C)(=O)=O)cc1
  A: -9% | B: -9% | C: 0% | D: -17% | E: -1% | F: -2 | G: 3% | H: -8% | I: 43%
5) COc1ccc(F)cc1S(=O)(=O)NCCc1sc2nc(-c3ccc(F)cc3)nn2c1C
  A: u | B: -48% | C: x | D: -7% | E: -6% | F: -4 | G: -11%[60.1 µM] | H: -22% | I: -1%
6) CN1C(=O)[C@@H]2[C@@H]3C[C@@H]([C@H]4ON=C(c5ccccc5OCC#N)[C@@H]34)[C@@H]2C1=O
  A: 5% | B: -9% | C: 5% | D: 169%[activator] | E: 1% | F: -7 | G: 8% | H: -10% | I: u
7) O=C(NNC(=O)c1nn(-c2ccc(F)cc2)ccc1=O)c1ccccc1Cl
  A: u | B: 12% | C: 3% | D: 0% | E: -2% | F: 8 | G: -4% | H: -17% | I: -30%
8) O=C(OCC(=O)N1CCN(c2ccccc2)CC1)c1cccc(Cl)c1
  A: 5% | B: 2% | C: 0% | D: u | E: -1% | F: -4 | G: -3% | H: -1% | I: -28%
9) CN1CCC(CC(C(=O)N2CCCC2)(c2ccccc2)c2ccccc2)C1 (centres undefined)
  A: x | B: -2% | C: x | D: 11% | E: -2% | F: -4 | G: 9% | H: -22% | I: x
10) Cc1csc(=Nc2cccnc2)n1CC1CCCCC1
  A: 0% | B: 1% | C: -5% | D: 13% | E: -4% | F: -8 | G: -5% | H: -4% | I: -16%
11) CSc1ccccc1N1CCN(C(=O)Nc2ccc3c(c2)NC(=O)CO3)CC1
  A: u | B: 3% | C: 0% | D: 0% | E: 3% | F: 0 | G: 0% | H: -5% | I: -21%
12) O=C1CSC(c2ccc(F)c(F)c2)N1c1ccccc1F (centres undefined)
  A: -4% | B: 21% | C: -9% | D: -13% | E: -13% | F: -6 | G: -5% | H: -4% | I: 46%
13) COc1cc2ccccc2cc1C(=O)Nc1ccc2oc(-c3cccc(C)c3)nc2c1
  A: -13% | B: 22% | C: x | D: -24% | E: 6% | F: -1 | G: -10% | H: -28% | I: 10%
14) Cn1cc(S(=O)(=O)N2CCN(Cc3ccccc3)CC2)c(=O)n(C)c1=O
  A: 4% | B: -7% | C: -3% | D: 11% | E: 7% | F: -1 | G: -10% | H: 1% | I: -1%
15) COc1cc(/C=N/NC(=O)COc2cc(C)cc(C)c2)ccc1OS(=O)(=O)c1ccc(C)cc1
  A: -18% | B: -9% | C: 3% | D: -1% | E: 12% | F: -6 | G: -4% | H: -11% | I: -13%
16) OC[C@H]1O[C@H](OC[C@H]2OC(O)[C@H](O)[C@@H](O)[C@@H]2O)[C@H](O)[C@@H](O)[C@@H]1O (some centres undefined)
  A: x | B: 15% | C: 0% | D: -4% | E: 12% | F: 0 | G: 9% | H: -7% | I: x
17) O=C(Nc1cc(C(F)(F)F)ccc1Cl)c1cc(-c2cccs2)nc2ccccc12
  A: 4% | B: -7% | C: x | D: -11% | E: 6% | F: -4 | G: 5% | H: -11% | I: 1%
18) CNC(=S)NNC(=O)c1ccc2c(c1)OCO2
  A: 0% | B: -38% | C: 2% | D: 54%[activator] | E: 2% | F: 3 | G: 1% | H: -7% | I: 28%
19) CCOC(=O)c1nn(-c2ccc(C)cc2)cc1C(=O)c1ccccc1
  A: u | B: 20% | C: -10% | D: 0% | E: 3% | F: 0 | G: -17% | H: -12% | I: -4%
20) CCOC(=O)c1c(S(=O)(=O)N2CCC(C(=O)NCc3ccc(F)cc3)CC2)c(C)n(C)c1C
  A: -2% | B: -25% | C: x | D: -16% | E: -5% | F: 1 | G: 0%[60.1 µM] | H: -14% | I: 4%
21) CN1C(c2ccccc2)=NO[C@]1(C)c1ccccc1
  A: x | B: -9% | C: x | D: 156%[activator] | E: 1%[15.4 µM] | F: -2 | G: -4% | H: -21% | I: x
22) Cc1cc(NC(=O)CCC(=O)N(CC(=O)NC2CCCC2)c2ccccc2)no1
  A: -9% | B: -14% | C: -2% | D: -21% | E: -19% | F: -2 | G: 0% | H: 10% | I: 1%
23) COc1ccc(-c2[nH]nc3nc(-c4cc(Br)ccc4OC)cc(C(=O)O)c23)cc1
  A: -6% | B: 19% | C: x | D: u | E: 3% | F: -4 | G: -2% | H: 14% | I: 8%
24) O=[N+]([O-])c1ccc(NCCCO)c(C(F)(F)F)c1
  A: -23% | B: 14% | C: -12% | D: -2% | E: -3% | F: -9 | G: -16% | H: -12% | I: 17%
25) CN(CC(=O)Nc1ccccc1Br)C(=O)c1ccc2c(=O)n3c(nc2c1)CCC3
  A: x | B: 2% | C: 21% | D: i | E: -5% | F: 2 | G: 4% | H: -15% | I: x
26) Cc1cc(C)cc(NC(=O)CSCc2nc3c(nnn3Cc3ccc(F)cc3)c(=O)[nH]2)c1
  A: x | B: 25% | C: x | D: 18% | E: 0% | F: -6 | G: -39% | H: u | I: x
27) Cc1ccc(/C=N/N2CCN(Cc3cccc4ccccc34)CC2)o1
  A: -8% | B: u | C: -4% | D: u | E: 3% | F: -6 | G: -5% | H: -9% | I: -1%

One compound at a time, from the list above.
CSc1ccccc1N1CCN(C(=O)Nc2ccc3c(c2)NC(=O)CO3)CC1 is entered as Apoferritin bind: u; RGS4 inhibitor: 3%; APEX1 inh: 0%; ALOX12 inh: 0%; ERG Ets-DNA blk: 3%; LDHA inh: 0; POLK inh: 0%; Pol eta inh: -5%; POLB inh: -21%
O=C(Nc1cc(C(F)(F)F)ccc1Cl)c1cc(-c2cccs2)nc2ccccc12 is entered as Apoferritin bind: 4%; RGS4 inhibitor: -7%; APEX1 inh: x; ALOX12 inh: -11%; ERG Ets-DNA blk: 6%; LDHA inh: -4; POLK inh: 5%; Pol eta inh: -11%; POLB inh: 1%

Only LDHA inh, ALOX12 inh and Pol eta inh, for 6 of the compounds above:
| no. | Structure | LDHA inh | ALOX12 inh | Pol eta inh |
| --- | --- | --- | --- | --- |
| 9 | CN1CCC(CC(C(=O)N2CCCC2)(c2ccccc2)c2ccccc2)C1 (centres undefined) | -4 | 11% | -22% |
| 10 | Cc1csc(=Nc2cccnc2)n1CC1CCCCC1 | -8 | 13% | -4% |
| 11 | CSc1ccccc1N1CCN(C(=O)Nc2ccc3c(c2)NC(=O)CO3)CC1 | 0 | 0% | -5% |
| 12 | O=C1CSC(c2ccc(F)c(F)c2)N1c1ccccc1F (centres undefined) | -6 | -13% | -4% |
| 13 | COc1cc2ccccc2cc1C(=O)Nc1ccc2oc(-c3cccc(C)c3)nc2c1 | -1 | -24% | -28% |
| 14 | Cn1cc(S(=O)(=O)N2CCN(Cc3ccccc3)CC2)c(=O)n(C)c1=O | -1 | 11% | 1% |
